core dimer inh = HCV core protein dimerization inhibition; TR-FRET GST/Flag-core106 dimerization, 1536-well; inhibition, % at 5 µM; hit rate 0.33% among 300,000; AID 1899;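 active = inhibition above the mean of all tested compounds plus 3 SD, set per screening campaign, cut at about 45% in these data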
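System: GST/Flag-tagged HCV core106 proteins. Incubation: compound-protein-antibody incubation 4 h at 22.5 °C. Technique: HTRF with 340 nm excitation, 617/671 nm emission. Medium: KF-containing HEPES buffer, pH 7.45, DTT, CHAPS, BSA. Read-out: inhibition (%) from 671 over 617 nm ratio. Also added: Eu(K)-anti-GST 90 ng/mL plus XL665-anti-Flag 1 µg/mL.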
CR mimetic SO = caloric restriction mimetics inhibiting age-related superoxide in yeast | S. cerevisiae aged cells, superoxide DHE fluorescence; stronger effect = lower value | superoxide response (% of plate mean), % at 10 µM | hit rate 0.18% among 330,000;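 active = superoxide response under a set limit, about three screen SD below normal, cut at about 65% in these data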;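 also: yeast aged for seven days with compound at 30 °C before DHE staining; 100% = average MFI of all compound-treated wells on the plate with controls excluded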
PP5 inh = inhibitors of human protein phosphatase 5 (PP5) | P53041 | purified PP5c, OMFP substrate fluorescence | inhibition, % at 6.7 µM | hit rate 0.18% among 320,000 | AID 1987;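 active = inhibition above the campaign's mean inhibition across all tested compounds plus 3 SD, cut at about 9.5% in these data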;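 also: 0% = DMSO only and 100% = 100 µM cantharidin control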
Target sequence (P53041 whole entry, looked up): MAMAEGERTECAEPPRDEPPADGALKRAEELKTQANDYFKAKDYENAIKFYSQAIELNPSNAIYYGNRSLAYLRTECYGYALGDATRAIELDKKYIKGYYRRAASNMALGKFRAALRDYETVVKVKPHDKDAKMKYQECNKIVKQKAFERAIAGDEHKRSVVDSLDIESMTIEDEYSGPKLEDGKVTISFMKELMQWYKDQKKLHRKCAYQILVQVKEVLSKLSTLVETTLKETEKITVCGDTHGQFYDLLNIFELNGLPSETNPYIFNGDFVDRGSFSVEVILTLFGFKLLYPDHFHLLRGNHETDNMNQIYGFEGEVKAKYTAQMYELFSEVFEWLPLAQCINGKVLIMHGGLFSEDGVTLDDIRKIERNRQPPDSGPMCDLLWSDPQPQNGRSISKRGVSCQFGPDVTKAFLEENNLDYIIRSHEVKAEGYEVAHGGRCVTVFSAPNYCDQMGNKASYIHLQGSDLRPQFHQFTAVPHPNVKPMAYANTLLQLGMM
ZTA DNA inh = counter-screen for EBNA-1 inhibitors: inhibitors of Epstein-Barr virus ZTA | P03206 | ZTA-DNA binding, fluorescence polarization | inhibition, % at 11 µM | hit rate 0.15% among 320,000 | AID 2234; in the data active = inhibition above about 33%
Target sequence (P03206 whole entry, looked up): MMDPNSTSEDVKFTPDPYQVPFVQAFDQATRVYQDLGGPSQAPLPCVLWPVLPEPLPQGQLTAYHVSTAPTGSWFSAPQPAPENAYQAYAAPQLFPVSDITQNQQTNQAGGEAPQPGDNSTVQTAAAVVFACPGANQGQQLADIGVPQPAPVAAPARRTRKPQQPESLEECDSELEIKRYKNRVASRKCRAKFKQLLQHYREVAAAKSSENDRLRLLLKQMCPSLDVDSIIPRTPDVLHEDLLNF
Fh CTSL1 inh = counter-screen for PFM18AAP inhibitors: inhibitors of F. hepatica cathepsin L1; inhibition, % at 5.96 µM; hit rate 0.49% among 300,000; recombinant F. hepatica cathepsin L1, Z-Leu-Arg-MCA fluorescence;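 active = inhibition above the mean of all tested compounds plus 3 SD, set per screening campaign, cut at about 17% in these data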;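 also: 0% = plate median of test compound wells and 100% = 1 µM Z-Phe-Ala-diazomethylketone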
PP1 inh = blocks human PP1-alpha phosphatase, a PP5 counter-screen; inhibition, % at 6.7 µM; P62136; hit rate 0.9% among 320,000; purified PP1alpha, OMFP fluorescence;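 active = inhibition above the mean inhibition of all tested compounds plus 3 SD, computed separately for each screening campaign, cut at about 15% in these data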
Target sequence (P62136 whole entry, looked up): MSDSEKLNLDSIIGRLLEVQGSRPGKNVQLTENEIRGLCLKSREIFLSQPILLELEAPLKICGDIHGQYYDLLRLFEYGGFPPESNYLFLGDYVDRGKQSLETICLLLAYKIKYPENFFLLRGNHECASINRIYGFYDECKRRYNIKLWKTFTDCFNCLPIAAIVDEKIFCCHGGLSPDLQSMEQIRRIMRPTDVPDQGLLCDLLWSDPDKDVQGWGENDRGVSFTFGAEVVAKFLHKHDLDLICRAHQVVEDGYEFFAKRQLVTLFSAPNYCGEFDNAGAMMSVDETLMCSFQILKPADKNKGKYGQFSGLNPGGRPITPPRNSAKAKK
TPT1 inhibitor = C. albicans TPT1 enzyme inhibition; recombinant caTPT1, FP RNA substrate dephosphorylation; inhibition, % at 5 µM; hit rate 0.81% among 300,000;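 active = inhibition above the mean of all tested compounds plus 3 SD, set per screening campaign, cut at about 24% in these data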;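 also: plate controls were DMSO alone for no effect and ferristatin control at 100 nM for full effect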
JMJD2C inh = human JMJD2C demethylase inhibition | GST-JMJD2C(1-420) H3K9me3 demethylation, DELFIA europium | inhibition, % at 2.35 µM | hit rate 0.069% among 330,000 | AID 2099;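 active = more than half of a compound's replicate wells show inhibition beyond 50%, single wells judged on their own value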;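 also: signal counts dimethyl H3K9 product captured on neutravidin plate; 0% = median of DMSO wells and 100% = 0.3 times that DMSO median; strong numbers were not always called active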
EBNA-1 inh = blocks EBNA-1 binding to DNA; EBNA-1 DNA binding, fluorescence polarization; inhibition, % at 14.8 µM; hit rate 0.34% among 300,000; in the data active = inhibition above about 28%
The depositor's hits bear a star; i = inactive; · = not tested or not shown; & = joins results of further samples.

SMILES	core dimer inh	CR mimetic SO	PP5 inh	ZTA DNA inh	Fh CTSL1 inh	PP1 inh	TPT1 inhibitor	JMJD2C inh	EBNA-1 inh
Cc1ccc(CNCCNCCO)s1	-0.1	91.4	-1.3	13.4	-2.9	1.7	-0.8	2.4	9.4
Cc1cc(C)c(C#N)c(SCc2nc3ccccc3c(=O)[nH]2)n1	0.0	92.0	1.4	9.4	3.1	-1.1	-1.7	8.7	8.7
O=[N+]([O-])c1cc(Oc2cccnc2)cc([N+](=O)[O-])c1	-4.6	96.3	2.2	-4.3	1.2	-0.5	-0.8	2.7	-3.8
O=C(NCCc1ccc(Cl)cc1)C12CC3CC(CC(O)(C3)C1)C2	2.1	89.6	0.2	14.7	-4.9	-0.5	-0.6	7.4	6.8
COc1ccc(C(=O)NNC(=O)C(NC(=O)c2ccccc2NC(=O)c2ccco2)C(C)C)cc1 (centres undefined)	-3.8	96.2	-2.6	12.9	-1.3	-1.7	2.3	-5.8	3.5
O=c1cc(COc2ncnc3ccccc23)nc2sccn12	6.3	100.1	0.7	-1.2	-1.4	-5.6	-0.3	-0.5	-4.9
O=C(N1CCCCC1)N1CCCN(C(=O)N2CCCCC2)CC1	-10.5	107.1	-0.7	-8.5	-1.9	-5.6	3.5	2.5	-5.2
Cn1ccnc1C(O)c1ccccc1 (centres undefined)	-1.2	90.1	-2.8	14.4	1.3	-3.0	-3.1	16.7	13.1
COc1ccccc1/C=C/C1NC(=O)NC(C)=C1C(=O)OC(C)C (centres undefined)	2.4	95.9	-0.3	4.3	3.1	1.6	-2.7	3.8	-1.0
Cc1ccc(OCCSc2nc(NC(C)C)nc(NC(C)C)n2)cc1	14.6	103.2	3.0	6.0	6.8	2.1	-1.4	-1.5	2.0
O=C(C[n+]1cccc(CNC(=O)c2ccc(OC(F)F)cc2)c1)Nc1cc(C(F)(F)F)ccc1Cl	-6.8	106.2	0.0	1.2	3.5	2.4	0.3	10.4	-1.8
O=C1Nc2cc(C(=O)N3CCN(Cc4ccccc4)CC3)ccc2SC1N1CCOCC1 (centres undefined)	-4.1	98.5	-1.0	1.1	3.6	-0.4	-1.7	7.1	3.6
CCCCC(=O)OCc1cn(-c2ccc(Cl)cc2)nn1	-3.2	88.0	-0.4	-9.5	4.3	-1.9	-1.1	-5.8	2.2
O=C1C2C(c3cccc(/C=C/c4ccccc4)c3)CC=CC2C(c2ccc3ccccc3c2)N1Cc1ccccc1 (centres undefined)	23.2	109.2	0.3	6.7	0.6	6.2	3.4	7.0	19.4
O=C(CN1CCCCC1)Nc1cc(Cl)ccc1Oc1ccccc1	8.3	101.3	4.6	-16.7	3.5	-3.5	1.6	-3.4	-15.1
Cc1ccc(S(=O)(=O)N2CCOCC2)cc1C(=O)NC(=S)N(Cc1ccccc1)C(C)C	-3.3	95.7	1.1	12.5	-0.4	0.1	0.0	3.9	14.1
Cc1ccc(S(=O)(=O)NCCc2nnc3ccc(SCc4cccnc4)nn23)cc1	-0.7	93.4	-0.5	-0.5	-5.7	-8.5	2.3	4.1	-13.0
CCCc1nc2oc3c(=O)[nH]cnc3c2c2c1CCCC2	0.3	95.3	0.2	-9.1	-3.7	0.5	-0.1	-5.3	-1.9
COc1cccc(NC(=O)c2ccc3nc(C)sc3c2)c1	8.3	91.5	0.2	-6.8	-1.5	0.9	-0.3	-2.1	-8.6
CC(C)C(=O)Nc1cccc(C(=O)Nc2nnc(C(C)(C)C)s2)c1	-1.9	97.6	2.1	-31.1	8.4	-0.1	0.5	7.2	-13.8

Next part; the last 4 above are carried over.
SMILES	core dimer inh	CR mimetic SO	PP5 inh	ZTA DNA inh	Fh CTSL1 inh	PP1 inh	TPT1 inhibitor	JMJD2C inh	EBNA-1 inh
Cc1ccc(S(=O)(=O)NCCc2nnc3ccc(SCc4cccnc4)nn23)cc1	-0.7	93.4	-0.5	-0.5	-5.7	-8.5	2.3	4.1	-13.0
CCCc1nc2oc3c(=O)[nH]cnc3c2c2c1CCCC2	0.3	95.3	0.2	-9.1	-3.7	0.5	-0.1	-5.3	-1.9
COc1cccc(NC(=O)c2ccc3nc(C)sc3c2)c1	8.3	91.5	0.2	-6.8	-1.5	0.9	-0.3	-2.1	-8.6
CC(C)C(=O)Nc1cccc(C(=O)Nc2nnc(C(C)(C)C)s2)c1	-1.9	97.6	2.1	-31.1	8.4	-0.1	0.5	7.2	-13.8
O=C(OCn1nnc2ccccc2c1=O)c1ccco1	-7.0	108.3	0.5	0.7	-42.9	-2.6	0.6	1.9	-4.2
O=S(=O)(c1ccc(OCC(O)CN2CCN(c3ccccc3Cl)CC2)cc1)N1CCOCC1 (centres undefined)	-4.4	i	0.3	-22.7	0.4	-1.2	-1.1	-1.7&3.2	4.9
O=C(/C=C/c1cccc(Cl)c1)NNC(=O)c1ccncc1	·	71.3	-0.4	9.0	·	0.4	·	4.7	·
Cc1ccc(C(=O)Nc2cnc3sc(C)nn3c2=O)cc1	-4.5	102.3	0.5	-2.2	-0.5	3.8	0.1	5.4	-7.5
CC(C)(C)C(=O)Nc1ccccc1C(=O)NCCC(=O)Nc1ccccc1	-9.7	86.0	1.6	-12.3	2.0	-1.7	-2.9	-2.5	-0.3
O=C(NCc1ccccc1)c1onc(CSc2ccc(Cl)cc2)c1C(=O)NCc1ccccc1	-10.7	93.5	1.0	-4.0	4.8	9.2	0.5	11.5	-4.8
CN(C(=O)COc1cc(=O)n(C)c2ccccc12)c1ccc(Cl)cc1	-3.2	108.6	5.0	3.5	-0.1	-2.2	0.7	-11.0	-4.5
CCc1noc(C)c1C(=O)N1CCSC1=Nc1cccc(Cl)c1C	1.0	84.8	3.4	2.3	0.7	4.1	0.3	11.6	4.6
CN(C)c1ccc(-n2cccc2/C=C/[N+](=O)[O-])cc1	13.9	84.6	1.0	4.1	0.3	4.5	-2.9	0.0	-2.0
CC(=O)C1=C(C)NC(SCC(=O)c2ccc(Cl)cc2)=C(C#N)C1c1ccco1 (centres undefined)	4.0	97.7	3.5	3.0	0.9	1.2	14.6	-23.0	1.0
O=C1c2ccccc2C(Nc2ccc(-c3nc4ccccc4[nH]3)cc2)N1Cc1ccco1 (centres undefined)	5.5	123.7	0.5	2.2	2.2	1.7	-0.7	3.7	0.8
c1cncc(-c2nc(NCc3ccc4c(c3)OCO4)c3ccccc3n2)c1	4.8	85.9	2.6	7.4	3.6	4.2	4.4	18.7	-6.9
CN(Cc1ccccc1)c1nc2c(c(=O)[nH]c(=O)n2C)n1CCCSc1ncccn1	4.1	96.0	1.4	-5.1	-2.3	1.0	-0.5	7.5	-1.9
COc1ccc(CCNC(=O)C2CC(=O)N(C3CCCCCCC3)C2)cc1OC (centres undefined)	0.8	93.7	-3.3	1.7	0.1	-3.4	-0.2	-9.1	8.4
COCCn1c(SCc2nc(N)nc(Nc3ccccc3C)n2)nc2ccccc2c1=O	2.2	74.9	1.4	7.0	4.0	-5.0	1.4	4.2	1.3
COc1c(C)cc(C(=O)C2CCCN(C(=O)c3ccc4cc[nH]c4c3)C2)cc1C (centres undefined)	6.4	97.8	-0.3	16.8	2.0	-2.4	0.9	-3.6	4.4
CCN(CC)C(=O)CSc1nnc(-c2cccs2)n1Cc1ccco1	0.6	99.1	-2.2	4.8	1.1	-2.1	-4.3	3.4	9.2
CCOC(=O)c1c(-c2ccccc2)oc2ccc(OCC)cc12	1.4	101.6	3.2	-9.2	-2.5	-2.1	-2.7	-21.1	5.8
Cc1ccnc(N/N=C/c2ccco2)n1	-0.1	115.9	-1.9	-17.5	2.0	1.2	-3.7	9.4	0.5
COc1cc2[nH]c(=O)n(CCCCCC(=O)NCCCN3CCC(C)CC3)c(=O)c2cc1OC	1.9	97.5	0.9	-10.3	0.9	-2.2	-0.8	-4.0&-1.1	3.5
CC(C)[C@H](NC(=O)c1ccccc1Cl)C(=O)OCC(=O)NC(=O)NC1CCCC1	-6.0	97.5	1.1	-5.5	-6.5	-3.0	-4.3	0.2	-0.1
COc1ccc(C(=O)Nn2c(SCC(=O)NC3CCCCC3)nc3ccccc3c2=O)cc1	0.5	97.5	6.4	-21.1	-0.8	3.7	-0.4	-4.5	-32.7
COc1cc(C)cc(C(=O)O)c1C1=C(O)c2cccc(O)c2C(=O)C1=O	-4.7	102.5	0.7	-8.7	1.8	2.2	0.5	·	1.1
COc1ccc(CCC(=O)NNC(=O)Cn2nc(C)cc2C)cc1	-1.8	120.5	0.5	11.6	-0.8	-2.8	-0.5	3.0	4.2
CCSc1nnc(N(CCC(=O)O)CCC(=O)O)s1	2.0	112.5	0.5	-4.6	1.4	0.6	0.2	4.5	0.1
Cn1c(=O)[nH]c(=O)c2c1nc(NC1CCCCC1)n2CCO	-25.4	96.5	1.9	-8.1	-3.1	1.8	-9.7	2.8&-9.4	-18.9
CCOc1ccc(NC(=O)CSc2nc(C3CC3)nc3ccccc23)cc1	18.8	90.3	1.8	-3.5	7.9	13.0	0.9	8.6	2.1
Nc1ccccc1OCCOCCOc1ccccc1N	-6.1	96.7	0.6	1.4	-2.8	0.4	-6.3	24.2	3.0
Cc1nn(C)cc1CN(C)C(=O)c1cc(COc2ccc(F)cc2F)on1	-1.1	91.0	3.0	-13.4	0.3	-1.2	0.8	9.5	3.0
N/C(Cc1ccc(Cl)cc1)=N\OC(=O)Cc1ccc([N+](=O)[O-])cc1	7.4	114.2	1.1	-15.4	3.0	0.7	-0.2	-5.7	-3.3
O=C(Nc1cccc(NC(=O)c2cccs2)c1)c1ccco1	-2.4	104.6	3.0	-5.8	-5.0	-4.4	-4.3	3.3	4.0
O=C(NCCS(=O)(=O)N1CCN(c2ccccc2F)CC1)c1ccc2c(c1)OCO2	-3.0	101.8	2.9	-6.1	-1.7	-0.2	0.7	2.2	-3.3
CCOC(=O)C1CCN(C(=O)CCCNC(=O)Cn2cnc3sc(C)c(C)c3c2=O)CC1	-1.0	105.0	1.8	9.1	-2.6	-2.3	-4.7	-0.5	7.2
COc1ccc(CCNS(=O)(=O)c2cn(C)nc2C)cc1OC	-4.5	92.1	0.9	-10.8	0.1	-4.6	-0.4	5.8	2.9
C/C=C/CSc1nc2c(c(=O)[nH]c(=O)n2C)n1Cc1ccc(C)cc1	3.6	92.7	3.5	8.2	1.0	2.9	4.2	5.2	3.0
CC(=O)N(/N=C1/C(=O)Nc2ccccc21)c1ccccc1	-1.8	87.4	0.0	1.1	1.8	6.5	11.9	0.2	10.7
CC(=O)N(C)C(c1ccc(N(C)C)cc1)c1nnnn1-c1c(C)cccc1C (centres undefined)	3.5	108.5	0.0	-8.7	-1.1	-3.7	-3.1	5.7	-10.8
CC1CCCN(C(=O)CCNS(=O)(=O)c2ccc3c(c2)oc(=O)n3C)C1 (centres undefined)	10.1	102.3	1.9	7.6	-0.8	-2.2	-2.8	-3.0	-12.6
CN1CCN(S(=O)(=O)Cc2ccc(Cl)cc2)CC1	-7.2	96.6	0.4	-0.3	5.1	-5.2	-0.6	20.6	7.1
CCCCc1ccc(NC(=S)N2CCN(c3ncccn3)CC2)cc1	-0.7	97.5	0.3	17.4	-1.4	0.2	-2.9	2.0	13.8
Cc1cc(C(=O)NCc2cccs2)no1	0.0	105.0	1.5	-6.7	-4.7	-11.5	0.9	-1.8	5.2
Clc1ccc(OCc2nc(-c3ccncc3)no2)cc1	1.3	79.7	-0.2	-3.9	2.3	-6.5	0.7	4.8	-1.2

No enrichment for hits. About 3.1% of those tested had a hit in this group.
